RXFP1 agonist: agonists of human relaxin receptor RXFP1; Potency, µM (top dose mostly 57.5 µM), for the others: at the highest dose activation, most hits filed as activators; hit rate 0.3% among 370,000; AID 2676; HEK293T-RXFP1 cAMP TR-FRET, 30 min; response scale: percent of porcine relaxin response, buffer zero; note: potency is the fitted concentration of half-maximal effect; % is set by controls: 0 for no effect and ±100 for the full control effect; nearly all actives have a fitted effect of over 60% in size; many of its hits are not listed in these tables
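cAMP rise read by TR-FRET after 30 min, 37C compound exposure (up to 58 uM) in RXFP1-transfected HEK293 cells with Ro 20174 present. EC50 from Hill-equation fits, with 29 nM porcine relaxin as 100% and buffer as basal.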
LDHA block: inhibitors of human lactate dehydrogenase A | hit rate 0.15% among 480,000 | AID 1347041 | P00338 | purified LDHA, NADH/diaphorase-resazurin fluorescence; hits give low values | activity change, % (values are at about 110 or 230 µM); in the data active = activity change below about -30%; inconclusive = mostly about -25% to -30%;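 note: plate controls were DMSO wells for no effect and wells without enzyme for full effect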
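Resorufin fluorescence (ex540/em590), read at 0 and 20 min after diaphorase/resazurin addition, reports the NADH left after a 5 min room-temperature reaction of 2 nM human LDH5 with 0.06 mM NADH and 0.2 mM pyruvate.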
Vif-A3G inh: inhibitors of Vif-APOBEC3G interaction; Q9HC16; HeLa A3G-eYFP + Vif (tagged APOBEC3G with the HIV-1 protein that degrades it), YFP fluorescence, overnight; Potency, µM (titrated, usually from 46.1 µM), for inactives: at the highest dose activity, negative = active, actives largely listed as inhibitors; hit rate 0.076% among 410,000; AID 602310;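 note: potency is the fitted concentration of half-maximal effect; % is set by controls: 0 for no effect and ±100 for the full control effect; nearly all actives have a fitted effect of over 60% in size; hits raise eYFP signal because A3G escapes Vif-driven loss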
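Read-out is eYFP fluorescence (Ex 488/Em 500-530) from Vif-expressing HeLa A3G-eYFP cells; more signal means A3G escaped Vif-mediated degradation. Cells plated overnight, compound pinned in, incubated overnight at 37 deg C.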
GRP78 ERSR act: induces the endoplasmic reticulum stress response in human glioma cells. U87-MG GRP78 promoter luciferase reporter, 16 h. Potency, µM, for inactives: at the highest dose activation, most hits filed as activators. hit rate 0.02% among 420,000. AID 602332; note: potency is the fitted concentration of half-maximal effect; series mostly up to about 76 µM; % of control where 0% means no effect; nearly all actives have a fitted effect of over 35% in size
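Stably transfected U87-MG glioma cells carrying a GRP78-based luciferase sensor; 16 h compound incubation. Luminescence end-point read 10 min after Bright-Glo addition at room temperature.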
TrxR1 substrate: substrates of rat thioredoxin reductase 1; O89049; purified TrxR1 substrate turnover, NADPH consumption readout; Potency, µM (series often up to 114 µM), without a hit: at the highest dose activity change, negative = substrate turnover; hit rate 0.01% among 390,000; AID 588456; note: potency is the fitted concentration of half-maximal effect; % is set by controls: 0 for no effect and ±100 for the full control effect; nearly all actives have a fitted effect of over 50% in size
Target sequence (O89049 whole entry, looked up): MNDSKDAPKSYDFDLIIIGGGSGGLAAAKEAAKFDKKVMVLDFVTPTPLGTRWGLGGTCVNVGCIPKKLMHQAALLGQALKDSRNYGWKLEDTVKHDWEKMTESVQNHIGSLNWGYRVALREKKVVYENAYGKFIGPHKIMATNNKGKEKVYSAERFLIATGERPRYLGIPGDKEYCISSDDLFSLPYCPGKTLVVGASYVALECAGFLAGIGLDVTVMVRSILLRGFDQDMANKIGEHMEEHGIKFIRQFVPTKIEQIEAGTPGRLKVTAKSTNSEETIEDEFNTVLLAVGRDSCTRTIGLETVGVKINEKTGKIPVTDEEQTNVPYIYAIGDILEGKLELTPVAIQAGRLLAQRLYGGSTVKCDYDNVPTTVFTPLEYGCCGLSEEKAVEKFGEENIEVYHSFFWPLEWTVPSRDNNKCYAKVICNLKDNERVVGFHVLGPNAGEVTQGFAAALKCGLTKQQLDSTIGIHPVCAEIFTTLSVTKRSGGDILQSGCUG
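Rat TrxR1, dispensed at 90 nM, was prereduced with 400 uM NADPH (final) for 5 min at ~22 deg C, then incubated with compound 15 min before 400 uM selenite. A first-read NADPH fluorescence drop versus no-compound background flagged substrates.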
Vif-A3F inh: blocks the Vif interaction with APOBEC3F; HeLa A3F-eYFP + Vif (tagged APOBEC3F with the HIV-1 protein that degrades it), YFP fluorescence increase; Potency, µM (titrated, usually from 46.1 µM), for inactives: at the highest dose activity, negative = active; hit rate 0.2% among 390,000; note: potency is the fitted concentration of half-maximal effect; % of control where 0% means no effect; nearly all actives have a fitted effect of over 65% in size
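Fluorescence increase (Ex 488/Em 500-530) after overnight compound treatment at 37 deg C flags inhibition of Vif-driven A3F-eYFP loss in stable HeLa A3F-eYFP/Vif cells seeded overnight beforehand.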
USP1 inh: blocks the human USP1/UAF1 deubiquitinase complex; hit rate 0.23% among 390,000; recombinant USP1/UAF1, Ub-Rhodamine cleavage fluorescence; Potency, µM (top dose mostly 57.1 µM), for inactives: top-dose activity change, negative = inhibition, usual class: inhibitors; note: potency is the fitted concentration of half-maximal effect; % is set by controls: 0 for no effect and ±100 for the full control effect; nearly all actives have a fitted effect of over 60% in size; inactives centre near -12
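In this screen, compounds sit with the deubiquitinase complex (1nM) for 15 min at room temperature before Ub-Rho is added at 150nM final. Fluorescence rise is then followed for 6 reads every 60 seconds.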
IDH1 R132H inh: blocks human mutant IDH1 R132H enzyme; O75874; IDH1-R132H enzyme, NADPH consumption, diaphorase/resazurin fluorescence; Potency, µM (top dose mostly 76.6 µM), inactives show top-dose activity change, negative = inhibition, hits mostly inhibitors; hit rate 0.093% among 390,000; AID 602179; note: potency is the fitted concentration of half-maximal effect; % is set by controls: 0 for no effect and ±100 for the full control effect; nearly all actives have a fitted effect of over 65% in size
Target sequence (O75874 whole entry R132H, stated change not applied): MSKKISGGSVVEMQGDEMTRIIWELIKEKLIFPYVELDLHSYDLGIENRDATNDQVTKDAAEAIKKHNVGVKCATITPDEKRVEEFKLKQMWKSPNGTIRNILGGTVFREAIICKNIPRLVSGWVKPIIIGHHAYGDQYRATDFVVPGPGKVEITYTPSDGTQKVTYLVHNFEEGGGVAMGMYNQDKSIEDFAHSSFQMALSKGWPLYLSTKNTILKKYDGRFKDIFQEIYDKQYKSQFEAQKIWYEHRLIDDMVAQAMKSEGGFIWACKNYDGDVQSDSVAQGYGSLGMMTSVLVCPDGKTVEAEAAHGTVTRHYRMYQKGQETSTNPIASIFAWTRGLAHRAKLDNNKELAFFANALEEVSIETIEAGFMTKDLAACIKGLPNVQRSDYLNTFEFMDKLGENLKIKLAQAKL
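IDH1-R132H (0.5 ug/mL dispensed) in pH 7.5 Tris buffer was preincubated 30 min with compound, then given a substrate mix of 0.016 mM NADPH and 2 mM alpha-KG for 80 min at room temperature; remaining NADPH was read by diaphorase/resazurin fluorescence.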
PI4K2A inh: PI4K2A (human) kinase inhibition; Q9BTU6; purified PI4K2A, ADP-Glo luminescence, 1 h; hits give low values; activity change, negative = inhibition, % at 76.9 µM; hit rate 0.13% among 420,000; AID 1346378; in the data active = activity change below about -50%; inconclusive = mostly about -30% to -49%;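 note: -100% = wells without enzyme as full effect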
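ADP-Glo luminescence measured ADP generated by PI4K2A enzyme (4 ug/mL before mixing) with 1.2 mM PI substrate (pre-mix) and 300 microM ATP (pre-mix). Tris pH7.5 buffer with MgCl2, Triton X-100; 1 h reaction at ambient temperature.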
* = called active by the depositor; u = inconclusive; x = no result given; [ ] = another dose, or the depositor's remark. Unless noted, calls come from the whole dose curve; as a rule, active = well fitted curve in the direction sought with a large enough effect; inconclusive = small, poorly fitted or top-dose-only effect, or another doubt; inactive = no such curve, though single readings can be large; an effect the other way counts as inactive or inconclusive. The list is partial. The share of hits here may be higher or lower than overall.

cpd	mol	RXFP1 agonist	LDHA block	Vif-A3G inh	GRP78 ERSR act	TrxR1 substrate	Vif-A3F inh	USP1 inh	IDH1 R132H inh	PI4K2A inh
1	CCn1c(O)c(N=NC(=O)Cc2csc(N3CCOCC3)n2)c2ccccc21	0.5%	-9.9	-4.9%	-5.2%	4.2%[57.1 µM]	-12.0%	-24.8%	16.5%	-7.3
2	O=C(c1ccco1)N1CCN=C1SCc1cccc(Cl)c1	1.7%	-0.6	2.6%	-2.0%	-0.5%	-5.4%	-17.4%	-10.1%	-2.3
3	CCc1ccc(CN2CCC(Oc3ccc(C(=O)NCc4ccccn4)cc3)CC2)o1	2.7%	0.9	-14.8%	-3.7%	5.3%	26.4%	-15.8%	10.1%	0.8
4	COC(=O)C(C)n1cnc2c(nnn2-c2ccc(F)cc2)c1=O (configuration not stated)	3.7%	-2.3	3.6%	-4.1%	1.7%[57.1 µM]	3.8%	-15.7%	2.1%	5.3
5	CC(C)c1ccc(Nc2ncccc2C(=O)O)cc1	0.2%	-4.1	-5.4%	-8.1%	1.1%[57.1 µM]	-0.1%	-7.6%	1.1%	-4.2
6	Nc1ccc(CCCC(=O)NCc2cccnc2)cc1	x	-1.7	-0.2%	-4.8%	x	0.6%	-13.0%	6.1%	-3.5
7	C[C@H]1C=C(C(=O)N2CCN(Cc3ccc4c(c3)OCO4)CC2)O[C@@H](OCc2ccc(CO)cc2)C1	0.4%	-1.3	2.4%	-2.2%	-7.1%	1.3%	-7.1%	-0.8%[38.3 µM]	-1.4
8	O=C(c1cc2cc([N+](=O)[O-])ccc2oc1=O)N1CCN(c2ncccn2)CC1	-0.4%	3.9	2.4%	-2.9%	0.4%	-1.7%	-7.1%	2.7%	-1.2
9	CN1OC(COC(=O)c2ccccc2)CC1c1ccccc1 (configuration not stated)	-0.1%	-2.6	-0.9%	1.2%	7.6%[57.1 µM]	-2.3%	5.3%	2.4%	0.9
10	CCCCn1c(=O)c2oc3ccccc3c2n(Cc2ccc(OC)cc2)c1=O	9.5%	-4.8	4.7%	0.7%	10.0%	-0.7%	-8.8%	-7.8%	2.6
11	CC1CCCN(C(=O)C2COc3ccccc3O2)C1 (configuration not stated)	1.7%	-5.2	2.8%	1.2%	0.1%	-2.2%	-4.1%	-4.8%	3.7
12	CC(=O)N1CCN2C(=O)C1CCCC(=O)c1cc(C3CCCCC3)ccc12 (configuration not stated)	0.6%	-12.7	-1.2%	-5.6%	0.9%	1.9%	-8.6%	-1.6%	1.7
13	CC(C)C(=O)NC(Nc1ccccc1F)C(Cl)(Cl)Cl (configuration not stated)	0.4%	-2.2	2.3%	-3.2%	7.9%	-7.5%	1.2%	-1.2%	-2.1
14	CCNc1cc(O)ccc1C	0.0%	12.3	-3.2%	-3.3%	5.7%	-7.8%	u	11.9%	-4.5
15	COC(=O)[C@H](CCSC)NC(=O)NCc1ccc(S(N)(=O)=O)cc1	0.5%	2.1	-0.7%	-4.3%	1.7%	1.7%	-6.0%	1.0%	-2.6
16	CC1CN(C(=O)COC(=O)c2ccc(N(C)C)cc2)CC(C)O1 (configuration not stated)	-0.3%	-3.2	-0.4%	-6.5%	-7.2%	8.3%	-24.2%	0.0%	3.8
17	Cc1ccc2nc(-c3sc4nc(C)cc(C)c4c3N)[nH]c2c1	12.2%	-1.0	-6.5%	-8.3%	24.4%	-11.0%	-8.9%	12.1%	3.9
18	COc1cccc(-c2cnc3c(NC=O)cc(-c4cccc(C(=O)N(C)C)c4)cn23)c1	x	1.2	-15.3%	4.4%	x	x	x	x	-2.2
19	COc1ccc(C=C2CCc3ccccc3C2=O)cc1	x	3.9	u	-9.1%	x	x	x	x	-82.7*
20	CN(C)c1ccc(C(C(=O)NC2CCCC2)N(C(=O)c2ccco2)C2CC2)cc1 (configuration not stated)	-0.6%	-3.3	-1.1%	-4.8%	12.4%[57.1 µM]	-17.1%	-25.9%	17.9%	0.5

Some of these compounds in order of count of non-hydrogen atoms, highest first.
cpd	mol	RXFP1 agonist	LDHA block	Vif-A3G inh	GRP78 ERSR act	TrxR1 substrate	Vif-A3F inh	USP1 inh	IDH1 R132H inh	PI4K2A inh
7	C[C@H]1C=C(C(=O)N2CCN(Cc3ccc4c(c3)OCO4)CC2)O[C@@H](OCc2ccc(CO)cc2)C1	0.4%	-1.3	2.4%	-2.2%	-7.1%	1.3%	-7.1%	-0.8%[38.3 µM]	-1.4
18	COc1cccc(-c2cnc3c(NC=O)cc(-c4cccc(C(=O)N(C)C)c4)cn23)c1	x	1.2	-15.3%	4.4%	x	x	x	x	-2.2
8	O=C(c1cc2cc([N+](=O)[O-])ccc2oc1=O)N1CCN(c2ncccn2)CC1	-0.4%	3.9	2.4%	-2.9%	0.4%	-1.7%	-7.1%	2.7%	-1.2
15	COC(=O)[C@H](CCSC)NC(=O)NCc1ccc(S(N)(=O)=O)cc1	0.5%	2.1	-0.7%	-4.3%	1.7%	1.7%	-6.0%	1.0%	-2.6
19	COc1ccc(C=C2CCc3ccccc3C2=O)cc1	x	3.9	u	-9.1%	x	x	x	x	-82.7*

(list continues)
cpd	mol	RXFP1 agonist	LDHA block	Vif-A3G inh	GRP78 ERSR act	TrxR1 substrate	Vif-A3F inh	USP1 inh	IDH1 R132H inh	PI4K2A inh
21	CCN(CC)c1ccc(/C=N/N2C(C)CCCC2C)c(O)c1 (configuration not stated)	-6.4%	13.7	0.8%	0.0%	-16.0%	2.3%	-22.9%	10.0%	-0.1
22	CS(=O)(=O)N1CCc2cc(C(=O)N3CCCC3)ccc21	-1.7%	-4.1	5.4%	-4.6%	-5.5%	-11.7%	-3.1%	7.5%	0.3
23	O=C(CSc1ccc(Cl)cc1)NN=C1CCCCCC1	-2.1%	-7.0	-3.1%	-4.5%	5.1%	u	-17.0%	-3.7%	5.2
24	O=C(CCC(=O)c1ccc(F)cc1)OCc1nnc(-c2ccc([N+](=O)[O-])cc2)o1	0.7%	-2.6	-0.5%	-1.5%	-12.0%	-15.0%	-11.3%	5.4%	-4.0
25	Cc1c(CNCC(C)c2ccccc2)c(C(=O)O)c(C)n1Cc1ccccc1 (configuration not stated)	1.4%	-2.0	0.1%	-3.9%	-10.9%	21.4%	-12.6%	-1.5%	-2.1
26	Cc1cc(C(=O)N/N=C2\CC(=O)CC(C)(C)C2)c(C)n1-c1ccccc1	2.5%	-3.8	3.3%	-2.1%	-2.8%	-4.6%	0.8%	-6.8%	-1.6
27	COc1ccc(NC2CCN(C3CC(=O)N(c4ccc(F)c(Cl)c4)C3=O)CC2)cc1 (configuration not stated)	-0.1%	15.1	1.2%	0.5%	5.1%[57.1 µM]	u	3.7%	2.7%	5.8
28	Cc1ccc(NC(=O)c2onc(C)c2Cl)cc1	0.3%	-7.7	1.8%	0.4%	-3.5%	-16.2%	4.5%	-1.5%	2.2
29	Cc1onc(-c2ccccc2Cl)c1C(=O)NC(=S)NCc1cccnc1	-0.3%	-2.2	1.0%	-3.6%	-7.2%[57.1 µM]	-15.6%	-8.9%	0.0%	1.1
30	NC(=O)N/N=C/c1cc(Br)ccc1OCC(=O)NCc1ccccc1	0.3%	-4.3	-9.3%	2.5%	-7.1%	-8.8%	-1.9%	-0.4%	4.5
31	COCCCN1C(=O)c2ccc(C(=O)NCc3ccco3)cc2C1=O	0.8%	-6.2	0.9%	2.3%	-2.1%	2.4%	-28.6%	2.2%	-4.2
32	CCCCCN1CSC(=S)N(Cc2ccccc2)C1	-0.2%	-4.0	-1.4%	-5.4%	-3.9%	0.0%	-15.3%	1.9%	4.7
33	O=C(Nc1ccccc1C(=O)N1CCN(Cc2ccccc2)CC1)c1ccccc1	-0.3%	-6.2	-4.8%	-3.1%	-9.7%	-2.4%	-7.2%	1.6%	4.6
34	COc1ccc2cc(C(=O)C3CCCN(C(=O)CCc4cnn(C)c4)C3)ccc2c1 (configuration not stated)	2.4%	-13.3	-1.1%	4.8%	171.9%[activator]	-1.0%	-1.8%	0.0%	-2.5
35	Cc1onc(-c2ccccc2)c1C(=O)N/N=C/c1cc2c(cc1Br)OCO2	-0.5%	-1.8	-17.1%	-0.1%	-21.4%[57.1 µM]	-13.6%	-19.3%	4.0%	-0.8
36	CCN1CCN(C(=O)c2nn(-c3ccccc3)c(=O)c3ccccc23)CC1	1.2%	-5.7	-2.7%	-0.1%	6.0%	-5.6%	-10.6%	-0.4%	-1.7
37	CCOC(=O)CNC(=O)CSc1nc(N(C)C)nc(N2CCOCC2)n1	0.8%	-3.5	-0.3%	-5.4%	-7.6%[57.1 µM]	-4.2%	-10.7%	9.3%	0.4
38	c1ccc(-n2nnnc2-n2nnc3ccccc32)cc1	1.6%	-8.2	1.6%	-4.4%	-3.6%	-1.5%	-11.4%	9.0%	0.8

Screens: PubChem BioAssay, National Center for Advancing Translational Sciences (NCATS)
